NCI-60 one-dose screen, 48 h, at 10 µM unless noted. Numbers give growth in % (100 = growth as untreated, 0 = no growth, -100 = all killed).
M14 – M14 melanoma; 6.2% of 80,000 active; AID 1794745
EKVX – EKVX NSCLC. AID 1794765. 3% of 71,000 active
HOP-92 – HOP-92 NSCLC cells; 6.3% of 71,000 active
CCRF-CEM – CCRF-CEM leukemia; 7% of 77,000 active; AID 1794778
A549/ATCC – A549/ATCC NSCLC | 3.7% of 81,000 active | AID 1794740
RPMI-8226 – RPMI-8226 leukemia cells | 7.5% of 77,000 active | AID 1794781
MOLT-4 – MOLT-4 leukemia cells. 6.9% of 80,000 active. AID 1794779
HOP-62 – HOP-62 NSCLC; 3.9% of 80,000 active
Numbers without * were called inactive; x = no result given; & = joins results of further samples; [ ] = another dose, or the depositor's remark. Rule for the calls: active = growth percent below 10; inactive = the rest.

SMILES	M14	EKVX	HOP-92	CCRF-CEM	A549/ATCC	RPMI-8226	MOLT-4	HOP-62
CCCCCCCCCCCCNC(=O)N1C(=O)CCC1C(=O)NCc1ccc(Cl)cc1Cl (centres undefined)	94	84	92	105	91	79	94	105
COC1C(O)C(O)C(O)C(O)C1O (centres undefined)	102&105	101&105	103&96	110&111	82&116	106&108	90&111	76&98
O=C1OCC2=C1C(c1ccc(Cl)c(Cl)c1)c1cc3c(cc1N2CCO)OCCO3 (centres undefined)	12	42	x	7.2*	23	19	20	34
O=C(c1nn(-c2ccccc2)c2c1CC(NCCc1ccc(F)cc1)CC2)N1CCCCC1 (centres undefined)	99	95	91	99	99	105	77	108
CNC(=O)c1cc(Oc2ccc3nc(NC(=O)Nc4ccc(F)cc4F)sc3c2)ccn1	69	90	-14*	90	45	73	82	61
COc1ccc(-c2nc(SCc3nc4cc(Cl)c(Cl)cc4[nH]3)[nH]c(=O)c2C#N)cc1	92	106	95	105	97	106	88	89
O=C(NCCCNc1nccc(-c2c(-c3cccc(F)c3)nc3sccn23)n1)c1c(F)cccc1F	45	92	133	27	73	29	35	103
OC1(c2ccccc2)c2ccccc2N(c2ccccc2)c2ccc(Cl)cc21 (centres undefined)	-80*	-82*	-77*	-13*	-13*	-6.6*	1.3*	-92*
COC1=CC(c2ccc[nH]2)=N/C1=C\c1[nH]c(C)c(C(=O)CCC(=O)NCCCOCCOCCOCCCNC(=O)CC[C@H](NC(=O)c2ccc(NCc3cnc4nc(N)[nH]c(=O)c4n3)cc2)C(=O)O)c1C	102	100	127	109	93	106	112	95
O=C(NCCc1ccccc1)Nc1ccccc1Cl	111	x	x	x	x	85	96	97
O=C(CCCCCCCC(=O)OCCCC1CCCO1)OCCCC1CCCO1 (centres undefined)	111	95	108	94	105	118	102	98
CC(=O)Nc1cccc(C(=O)NC(=S)Nc2ccc(S(N)(=O)=O)cc2)c1	96	107	100	96	109	110	98	89
O=C1Nc2ccc(Cl)cc2[C@@](C#CC2CC2)(C(F)(F)F)O1	86	112	93	87	71	92	74	104
O=C(/C=C(\Nc1ccccc1)c1ccccc1)c1cn(-c2ccc([N+](=O)[O-])cc2)nn1	98	100	95	71	x	84	64	101
Cc1ccc(C(=O)Nc2cc(-n3ccnc3)cc(C(F)(F)F)c2)cc1-n1cc(-c2cnc3cccnn23)nn1	25	117	79	96	101	85	105	107
CC(C)(C#N)N1CCN(c2cccc(Cl)c2)CC1	99	105	93	96	102	95	101	97
O=S1(=O)C=C(c2ccccc2)C(c2ccccc2)=C1	12	90	-1.7*	2.8*	71	4.6*	1.8*	54
CCOC(=O)C1[C@@H]2C(=O)N(c3ccc(Cl)cc3)C(=O)[C@@H]2[C@H](c2cn(-c3ccccc3)nc2-c2ccccc2)N1Cc1ccccc1 (some centres undefined)	104	x	87	79	87	77	75	110
Cl.Fc1c[c-]c(-c2ccccn2)c(F)c1.[Pt].c1ccc([PH+](CC[PH+](c2ccccc2)c2ccccc2)c2ccccc2)cc1	-85*	-99*	-77*	-43*	-53*	x	-27*	-66*
Cc1ccc(/C=N/N=C(N)N)cc1	97	98	70	81	104	x	108	92
Nc1nc(Cl)nc2c1ncn2C1O[C@H](CO)[C@@H](O)[C@@H]1F (some centres undefined)	-48*	38	38	2.6*	23	105	-4.7*	x
O=C(O)CN1C(=O)/C(=C/c2ccccc2)SC1=S	107	95	101	110	100	106	101	110
CCOC(=O)c1csc(NC(=O)c2ccc(NCCc3ccccc3)c([N+](=O)[O-])c2)n1	79	66	40	75	97	56	x	78
O=C(c1ccccc1)c1no[n+]([O-])c1C(=O)c1ccccc1	97	97	88	101	98	104	103	101
CC1=C(C)C(=O)C(N2CCCCC2C)=CC1=O (centres undefined)	108	105	95	93	114	84	x	100
Clc1ccc(C2CCN(Cc3ccccc3)CCO2)cc1 (centres undefined)	104	x	98	98	87	103	97	111
CN1c2ccccc2C(O)(c2ccccc2)c2ccccc21	40	45	79	50	50	51	67	33
CN1C(=O)C(C(=O)/C=C/c2ccc3c(c2)OCO3)C(=O)N(C)C1=O	61	82	106	42	60	54	84	49
CC(=O)N1N=C(c2ccc(C(F)(F)F)c(F)c2)CC1c1[nH]c(C)c(C(=O)NCC(F)(F)F)c1C (centres undefined)	79	88	52	90	56	91	83	65
O=C(NNC(=O)c1ccccc1Cl)c1ccccc1Cl	101	116	110	104	104	102	96	103
N/C(=N\c1nc2ccccc2s1)NC(=O)Nc1ccc(Br)cc1	88	84	93	x	95	84	81	95
N#Cc1ccc(NC(=O)CSc2ccc(-c3ccc(Cl)cc3)nn2)cc1	47	58	74	51	74	57	23	87
CCC(C)c1ccccc1OCC(C)OC(=O)Cc1ccccc1 (centres undefined)	90	99	91	94	76	x	91	94
CC(C)=CC[C@@H]1CC2(CC=C(C)C)C(=O)C(OC3(C(=O)c4ccccc4)C(=O)C4(CC=C(C)C)C[C@@H](CC=C(C)C)C(C)(C)C(CC=C(C)C)(C4=O)C3=O)(C(=O)c3ccccc3)C(=O)C(CC=C(C)C)(C2=O)C1(C)C (some centres undefined)	-2.6*	2.3*	x	3.8*	6.0*	-23*	-12*	0.3*
Nc1nc(=S)[nH]c(N)c1N=O	99	100	108	102	73	106	88	80
Cc1nc(N/N=C/c2cn(-c3ccccc3)nc2-c2cc3ccccc3oc2=O)sc1N=Nc1ccccc1	71	102	97	94	97	89	85	66
N#Cc1c(-c2ccc(Cl)cc2)nc(N=Nc2c(O)[nH]c3ccc(Br)cc23)nc1N1CCOCC1	94	94	77	94	97	109	109	97
C#CCO[C@H]1CC[C@H](OCC#C)[C@@H]2[C@H]1[C@H]1C[C@@H]3[C@@]4(C)CCC[C@@](C)(C(=O)OC)[C@@H]4CC[C@@]23C=C1C(C)C	94	74	x	-53*	57	12	56	78
N=C(/C=C/c1ccccc1)N1CCCCC1	91	90	90	99	83	108	81	87
Cc1ccccc1OC(=O)c1ccccc1Cl	97	96	64	92	91	100	108	94
CCOC(=O)C1=NNC(=O)C1	105	80	95	107	96	119	113	107
CCOC(=O)/C(C#N)=N\Nc1c(C(=O)O)ccc2c1C(=O)c1ccccc1C2=O	105	113	114	x	108	107	104	114
O=C1C(C2SC(=S)N(Cc3ccccc3)C2=O)SC(=S)N1Cc1ccccc1 (centres undefined)	80	87	72	58	98	34	87	93
Cc1cc2nnc3ccccc3n2n1	100	88	x	104	110	96	75	88
CCOC(=O)C(O)C(C#N)c1ccccc1 (centres undefined)	95	x	83	x	x	92	102	100
O=C(O)C1CCCN1C(=O)c1ccc(Cl)cc1 (centres undefined)	107	x	x	105	97	98	103	105
O=C(N/N=C/c1ccc(O)cc1)c1cnc2nc[nH]n2c1=O	111	103	105	104	96	110	101	98
Cn1cccc1-c1cc(-c2ccccc2Br)c(C#N)c(=O)[nH]1	98	91	67	103	104	111	111	94
N#C/C(=C\NC(N)=S)c1nc2ccccc2s1	93	62	74	99	100	90	x	84
CC(NC(=O)CI)C(=O)Nc1ccc(C(=O)O)c(O)c1 (centres undefined)	94	x	103	102	99	98	72	108
COc1ccc2c(c1)CCC(c1nc3cccc([N+](=O)[O-])c3[nH]c1=O)=C2O	109	94	94	100	115	104	142	105
c1cnc2[nH]cnc2n1	100	x	x	101	100	103	98	103
O=C(O)c1cn(C2CC2)c2cc(N3CCN(Cn4nc(-c5ccncc5)n(-c5ccccc5)c4=S)CC3)c(F)cc2c1=O	96	96	96	98	91	98	99	93
CCn1c(SCC(=O)c2ccc(Cl)cc2)nnc1-c1ccncc1	104	100	109	101	105	100	101	106
C#Cc1cccc(NC(=O)Nc2ccccc2NC(=O)C=C)c1	104[8.25 µM]	100[8.25 µM]	99[8.25 µM]	101[8.25 µM]	99[8.25 µM]	76[8.25 µM]	x	99[8.25 µM]
CCCc1c(Cl)c2c(OC)cc(-c3c(CC4OCCO4)cc4oc5ccccc5c(=O)c4c3O)c(O)c2c(=O)n1C	96	94	75	100	87	101	95	95
CN(C=O)CCc1ccccc1	94	94	112	98	102	108	105	99
Cc1ccccc1Oc1nc2sc3cc(Cl)c(Cl)cc3n2c(=N)c1C#N	113	52	97	x	103	90	88	92
C=CCNc1nnc(C)s1	103	109	83	105	116	101	168	99
CCCOC(=O)COc1ccc(OC)cc1	97	100	114	105	103	108	101	103

(continued)
SMILES	M14	EKVX	HOP-92	CCRF-CEM	A549/ATCC	RPMI-8226	MOLT-4	HOP-62
Cc1ccc(C2=NN3C(C2)c2ccccc2OC3c2ccc3noc(-c4ccc(Cl)cc4)c3c2)cc1 (centres undefined)	108	108	x	107	108	103	107	106
CCOC(CCC#N)c1ccccc1 (centres undefined)	108	112	107	103	106	106	109	99
COc1ccc2nc(-c3ccc(Cl)cc3)cc(-c3nnc(SCC(=O)Nc4ccc(C(C)=O)cc4)o3)c2c1	95	92	107	97	80	94	94	68
O=C(Cn1c(=O)sc2nc3ccccc3nc21)Nc1ncc(Cc2ccc(Cl)cc2)s1	96	83	113	80	91	81	94	99
CCOC(=O)NC(C)(C)CC(C)(C)C	113	x	92	x	97	101	86	107
COc1cc(C2=NN(C=O)C(c3sc(N4CCOCC4)nc3Cl)C2)cc(OC)c1OC (centres undefined)	102	x	x	100	99	101	91	100
COCCn1c(-c2ccccc2)cc2c1-c1oncc1CC2	101	79	41	81	80	80	21	88
CCc1cc(-c2cc(CC)[nH]n2)n[nH]1	111	85	93	88	109	110	110	94
CCc1ccc2c(c1)N(CCO)C1=C(C(=O)OC1)C2c1ccc(Cl)c(Cl)c1 (centres undefined)	94	82	x	76	78	81	54	83
COc1ccc(C2=C/C(=C\c3ccc(Cl)cc3)C(=O)N2/N=C/c2ccc(Cl)cc2)cc1	100	94	73	100	81	101	92	98
COc1ccc2[nH]cc(-c3nc(N)nnc3-c3cn(C)c4ccc(F)cc34)c2c1	90	73	73	94	91	89	101	90

Grouped by structure: the compounds so far containing a cyano group
SMILES	M14	EKVX	HOP-92	CCRF-CEM	A549/ATCC	RPMI-8226	MOLT-4	HOP-62
COc1ccc(-c2nc(SCc3nc4cc(Cl)c(Cl)cc4[nH]3)[nH]c(=O)c2C#N)cc1	92	106	95	105	97	106	88	89
CC(C)(C#N)N1CCN(c2cccc(Cl)c2)CC1	99	105	93	96	102	95	101	97
N#Cc1ccc(NC(=O)CSc2ccc(-c3ccc(Cl)cc3)nn2)cc1	47	58	74	51	74	57	23	87
N#Cc1c(-c2ccc(Cl)cc2)nc(N=Nc2c(O)[nH]c3ccc(Br)cc23)nc1N1CCOCC1	94	94	77	94	97	109	109	97
CCOC(=O)/C(C#N)=N\Nc1c(C(=O)O)ccc2c1C(=O)c1ccccc1C2=O	105	113	114	x	108	107	104	114
CCOC(=O)C(O)C(C#N)c1ccccc1 (centres undefined)	95	x	83	x	x	92	102	100
Cn1cccc1-c1cc(-c2ccccc2Br)c(C#N)c(=O)[nH]1	98	91	67	103	104	111	111	94
N#C/C(=C\NC(N)=S)c1nc2ccccc2s1	93	62	74	99	100	90	x	84
Cc1ccccc1Oc1nc2sc3cc(Cl)c(Cl)cc3n2c(=N)c1C#N	113	52	97	x	103	90	88	92
CCOC(CCC#N)c1ccccc1 (centres undefined)	108	112	107	103	106	106	109	99
